phage Ecoli inh: growth loss of phage-infected E. coli, primary screen, RecBCD inhibitor project, absorbance, with phage, HTS | 360,000 compounds, 0.26% hits | inhibition, % at 11.9 µM; in the data active means inhibition above about 11%
* hit, by the source's call. This is a subset, so the mix of outcomes need not match the whole.

phage Ecoli inh	mol
1.4	C[C@@H]1ON(C)[C@H]2C[C@H]3c4[nH]c5c(-c6cccc(F)c6)cccc5c4CCN3C(=O)[C@@H]12
2.0	COP(=O)(OC)OC(C(=O)c1ccccc1)c1ccc(Cl)cc1 (stereo unspecified)
2.6	O=c1ccn([C@@H]2O[C@H](CNCc3cccc4c3sc3ccccc34)[C@@H](O)[C@H]2O)c(=O)[nH]1
-0.1	O=S1(=O)CC(N2CCC(Cc3ccccc3)CC2)CN1Cc1ccccc1 (stereo unspecified)
1.8	C=CCCC1CN(Cc2ccc(OC)cc2)S(=O)(=O)c2c(NCc3cc(OC)c(OC)c(OC)c3)cccc2O1 (stereo unspecified)
1.4	NC(Cc1ccc(F)cc1)c1csc(Nc2ccc(C(=O)NCCCO)cn2)n1 (stereo unspecified)
2.2	C[C@@H]1CN([C@H](C)CO)C(=O)CCCn2cc(nn2)CO[C@H]1CN(C)C(=O)C1CCCCC1
2.5	CC1(C(=O)NS(=O)(=O)c2cccc(OC(F)F)c2)CCN1C(=O)c1cccc(F)c1 (stereo unspecified)
1.2	Cc1cc2nc(-c3cccc(Br)c3)c(Cc3ccsc3)n2c(C)c1Br
0.6	O=S1(=O)CC(N2CCN(CCO)CC2)CN1Cc1cn(Cc2cccc(Cl)c2)nn1 (stereo unspecified)
1.7	CCNc1nc(-c2sc(NC(=O)C(C)(C)C)nc2C)c(-n2cc(-c3ccccc3)nn2)s1
1.6	O=C(Nc1ccc(OCc2ccccc2)cc1)Nc1nnc([C@@H]2C[C@H](O)[C@@H](CO)O2)s1
0.5	Cc1ccccc1NC(=O)Nc1nc(C(N)C2CCCCC2)cs1 (stereo unspecified)
0.2	Cc1ccc(NC(=O)C2(C)CCN2C(=O)CC(c2ccccc2)c2ccccc2)cc1 (stereo unspecified)
2.7	COC(=O)[C@]12C[C@H](CC(=O)NCCCN3CCCC3=O)C(=O)N(Cc3ccccc3)C1=C[C@H](C(C)(C)C)O[C@@H]2C
1.7	CC(C)Nc1ncnc2c1ncn2[C@H]1CN(Cc2ccccc2)C[C@@H](CO)O1
1.5	COCCCNC(=O)C[C@@H]1C[C@@]2(C(=O)OC)CCCCC=C2N(CCC2=CCCCC2)C1=O
1.6	COc1ccc(Cc2c(-c3ccc(C)cc3)nc3cc(C)c(Br)c(C)n23)c(C)c1
2.2	Cc1ccc(OCCNC(=O)[C@H]2O[C@@H](n3cnc4c(N)ncnc43)[C@H](O)[C@@H]2O)cc1C
2.2	CN1OC[C@@H]2CN(C(=O)c3cccc4ccccc34)[C@H](c3ccc(N4CCCCC4)cc3)C[C@@H]21
1.2	Cc1c(C(=O)NCc2ccc3c(c2)OCO3)sc(=O)n1Cc1ccc(S(=O)(=O)N(C)C)cc1
1.1	CC(=O)Nc1cccc(-c2ccnc3c2CC(C(=O)NCc2ccncc2)O3)c1 (stereo unspecified)
5.2	COCCNC(=O)c1cc2c(c(-c3cccc(-c4cccc(OC)c4)c3)n1)[C@H](CCO)N(S(=O)C(C)(C)C)C2 (stereo partly specified)
-0.9	CC(C)C[C@H]1CN(CCCC[C@@H]2CNC(=O)C(=O)N2CCc2ccccc2)C(=O)C(=O)N1Cc1ccccc1
2.3	CC(C)(C)C(=O)c1c(N)[nH]c(C(=O)c2ccccc2)c1-c1cc2ccccc2nc1Cl
-1.5	CC1CCN(C(=O)c2ncn3c2C(=O)NC[C@@H]3C)CC1
1.3	CC(=O)Nc1cccc(-c2csc(C(C)(O)c3ccccc3)n2)c1 (stereo unspecified)
3.6	Cc1noc(C)c1S(=O)(=O)N1CCCc2nc(-c3ccc(F)cc3)ccc21
2.3	COCCN1C[C@@H](CO)O[C@@H](n2cnc3c(NCCCO)ncnc32)C1
3.3	O=C(N[C@H](Cc1ccccc1)C(=O)N1CCCN(Cc2cccs2)CC1)[C@H]1O[C@@H](n2ccc(=O)[nH]c2=O)[C@H](O)[C@@H]1O
-1.6	Cc1ccccc1S(=O)(=O)N1C[C@@H]2C(C(=O)C[C@@H]3C(=O)N(C)C(=O)[C@@H]32)[C@@H]1c1ccc(Cl)cc1 (stereo partly specified)
1.5	COc1cccc(C(=O)C(=O)N2CCN(C(=O)OCc3ccccc3)CC2)c1
2.3	COc1ccc(NC(=O)C2Cc3c(-c4ccc(Cl)cc4)ccnc3O2)cn1 (stereo unspecified)
1.9	CC(=O)Nc1cc(-c2ccsc2)cn2c(-c3ccc(F)cc3)cnc12
0.0	Cc1[nH]c2ccccc2c1C(=O)c1c(N)[nH]c(C(=O)c2ccc(Br)cc2)c1-c1ccc(Br)cc1
-1.2	NC(Cc1ccccc1)c1csc(Nc2ccc(C(F)(F)F)cn2)n1 (stereo unspecified)
-0.2	Cc1cc(Br)cn2c(Cc3cccc(F)c3)c(-c3ccc(Cl)cc3)nc12
-0.7	CCCCc1c(-c2ccccc2OC)ncn1CCc1ccccc1
1.0	CCOC(=O)C1(C)CCCN(C(=O)c2ccccc2C(F)(F)F)C1 (stereo unspecified)
-0.6	COc1ccc(C(=O)Nc2nnc([C@@H]3C[C@H](O)[C@@H](CO)O3)s2)cc1
2.2	COc1ccc(-c2cc(NC=O)c3ncc(-c4cccc(C(=O)N(C)C)c4)n3c2)c(OC)c1
0.8	C[C@H]1COc2cc(N3CCSCC3)ccc2S(=O)(=O)N1
2.9	COC(=O)[C@H](Cc1ccccc1)NC(=O)CC[C@H]1O[C@@H](n2ccc(=O)[nH]c2=O)[C@H](O)[C@@H]1O
1.1	Cc1cc(NC(=O)OC(C)(C)C)c(-n2nnnc2C(C(=O)c2ccccc2)N2CCOCC2)cc1C (stereo unspecified)
-1.1	Nc1ccn([C@@H]2O[C@H](C(=O)N3CCCN(Cc4cccs4)CC3)[C@@H](O)[C@H]2O)c(=O)n1

Arranged by the number under phage Ecoli inh (rising): some entries from above
SMILES | phage Ecoli inh
COc1ccc(C(=O)Nc2nnc([C@@H]3C[C@H](O)[C@@H](CO)O3)s2)cc1 | -0.6
Cc1cc(Br)cn2c(Cc3cccc(F)c3)c(-c3ccc(Cl)cc3)nc12 | -0.2
CCOC(=O)C1(C)CCCN(C(=O)c2ccccc2C(F)(F)F)C1 (stereo unspecified) | 1.0

Additional results.
phage Ecoli inh	mol
2.6	N#CCCN1CCC(N)=NC1=NC#N
1.7	COc1ccc(OC2(C)CCN(Cc3ccc(-c4ccccc4)o3)C2)cc1 (stereo unspecified)
0.9	Cn1cc(Cc2ccc(C(=O)NCc3ccccc3)cn2)c2ccccc21
0.2	COC(=O)c1cc2c(c3c4cc(F)ccc4n(S(=O)(=O)c4ccccc4)c13)C(=O)N(Cc1ccccc1OC)C2
-1.9	CN(C)c1ccc(-c2cc(NC=O)c3ncc(-c4ccc(F)c(Cl)c4)n3c2)cc1
3.6	CCOc1cc2c(c3c1C(c1ccccc1)N(S(=O)(=O)c1ccc(C)cc1)C3)C(=O)C=CC2=O (stereo unspecified)
2.7	c1ccc(N2CCN(c3nccn4ccnc34)CC2)nc1
1.8	CN(Cc1ccccc1)C(=O)[C@@H]1CCCN1C(=O)[C@@H]1CCCN1C(=O)c1ccc(Cl)cc1
4.8	Cc1ccccc1S(=O)(=O)NC(=O)C1(C)CCN1C(=O)COc1ccc(Cl)cc1 (stereo unspecified)
2.8	CN(C)c1cccc(CNC(=O)c2ccc3sc([C@@H]4O[C@H](CO)[C@H](O)[C@H](O)[C@H]4O)nc3c2)c1
3.0	Cc1ccsc1CNC(=O)C1(C)CCN1C(=O)C(C)C (stereo unspecified)
1.9	CCCCCn1c(C)c(CC(=O)Nc2ccc(Oc3cccnc3)c(C)c2)c2ccccc21
1.0	CCCCNC(=O)C1(C)CCN1C(=O)Cc1cccc2ccccc12 (stereo unspecified)
1.3	C[C@H](O)[C@@H]1C(=O)N2CCc3c([nH]c4cccc(-c5ccccc5)c34)[C@@H]2C[C@@H]1N(C)CC1CCCCC1
-0.5	CCOC(=O)C1=CC[C@@H](c2ccccc2)N(S(=O)(=O)c2ccc(C)cc2)[C@H]1C=C(C)C
3.0	CC1(C(=O)Nc2ccc3ccccc3c2)CCC(=O)N1CCCn1ccnc1 (stereo unspecified)
0.0	Cc1cccnc1C(NC(=O)C1CCN(CCCc2ccccc2)CC1)c1ccc(Cl)cc1 (stereo unspecified)
1.6	COC(=O)c1ccc2nc(C3CCCCC3)c(Cc3cccc(Cl)c3)n2c1
1.0	COC(=O)[C@]12CCCCC=C1N(CCc1ccc(OC)c(OC)c1)C(=O)[C@H](CC(=O)N1CCCCC1)C2
0.8	COc1ccc(CN2CCC2(C)C(=O)NCCc2c[nH]c3ccccc23)c2ccccc12 (stereo unspecified)
-0.3	O=C(Nc1ccc(F)cc1F)c1cc2ncc(Br)cn2n1
0.8	CC1(C)CC(=O)C(C(c2ccc3c(c2)OCO3)C2C(=O)CC(C)(C)CC2=O)C(=O)C1
0.4	COc1ccc(-c2nc3cc(C)c(Br)c(C)n3c2Cc2ccccc2)cc1OC
2.5	C[C@@H]1CN([C@@H](C)CO)C(=O)CCCn2cc(nn2)CO[C@H]1CN(C)C(=O)Nc1ccc(C(F)(F)F)cc1
5.0	COC(=O)C1=C(C)N(C)C(=NCc2ccccc2C(F)(F)F)NC1c1ccc(C(F)(F)F)cc1 (stereo unspecified)
2.8	C[C@H]1COc2cc(N3CC[C@H](O)C3)ccc2S(=O)(=O)N1
1.8	CC1(c2nnnn2-c2ccc3c(c2)OCCO3)CCC(=O)N1CCc1ccc(O)cc1 (stereo unspecified)
4.2	CCOC(=O)C(=O)N(C)c1c(CC)nc2c(OCc3cc(Cl)cc(Cl)c3)cccn12
3.8	COc1ccc(Nc2c(-c3cccc(OC)c3)nc3nc(C)cc(C)n23)cc1
-1.1	COc1ccc(CC(N)c2csc(Nc3cnccn3)n2)cc1 (stereo unspecified)

Part of the list above, set out differently.
compound: CC1(C)CC(=O)C(C(c2ccc3c(c2)OCO3)C2C(=O)CC(C)(C)CC2=O)C(=O)C1
  phage Ecoli inh: 0.8
compound: COc1ccc(CC(N)c2csc(Nc3cnccn3)n2)cc1 (stereo unspecified)
  phage Ecoli inh: -1.1
compound: COC(=O)c1ccc2nc(C3CCCCC3)c(Cc3cccc(Cl)c3)n2c1
  phage Ecoli inh: 1.6

Remaining list, next part
phage Ecoli inh	mol
4.8	O=C1NC[C@H](Cc2ccccc2)N(C[C@@H]2CCCN2C[C@H](Cc2ccccc2)N2C[C@H](Cc3ccc(O)cc3)N(CCc3ccccc3)C(=O)C2=O)C1=O
0.2	COc1ccc(S(=O)(=O)N2CCC[C@H]2C(=O)N2CCC[C@H]2C(=O)N(C)Cc2ccccc2)cc1C
0.6	COc1ccc(N2C(=O)c3ccccc3NC(=O)C2C(=O)NCC(C)C)cc1 (stereo unspecified)
3.5	CC(C)Nc1ncnc2c1ncn2[C@H]1CN(Cc2ccncc2)C[C@@H](CO)O1
3.3	Cc1ccc(/C=N/NC(=O)c2c(C)nc3ccc(Cl)cn23)cc1
-1.2	COc1ccc(CC(N)c2csc(NC(=O)Cc3ccccc3)n2)cc1 (stereo unspecified)
3.0	COc1cccc(CNc2nc(NC(C)C)nc3ccsc23)c1OC
4.1	CCCc1cc(-c2[nH]ncc2-c2ccc3c(c2)OCCCO3)c(O)cc1OC
4.1	Cc1cc(F)ccc1C(O)c1ncc(-c2cccc(OCc3ccccc3)c2)[nH]1 (stereo unspecified)
0.8	C#CCNC(=O)c1cc2cccnc2nc1N
-0.1	Cn1cnc(S(=O)(=O)N2CCCCC2c2cc(C(=O)Nc3cccc(C#N)c3)no2)c1 (stereo unspecified)
0.9	C[C@H]1CN(C(=O)OC(C)(C)C)CCN1c1ccc(N2CCS(=O)(=O)CC2)c(C#N)c1
-3.9	C#CCNC(=O)c1cc2c(Br)ccc(Br)c2nc1N
0.9	CC(=O)c1cccc(-c2ccnc3c2CC(C(=O)NCCc2ccccc2)O3)c1 (stereo unspecified)
0.2	COC(=O)[C@@]12C[C@@H](CC(=O)NCCC(C)C)C(=O)N(Cc3ccco3)C1=CCC(C)(C)C2
1.7	CN(C)C1CN(Cc2cn(Cc3ccccc3)nn2)S(=O)(=O)C1 (stereo unspecified)
3.2	CCCS(=O)(=O)NC(=O)C1(C)CCN(C(=O)c2c(F)ccc(C)c2F)C1 (stereo unspecified)
0.4	O=S1(=O)CC(N2CCN(c3ccccn3)CC2)CN1C1CCCCC1 (stereo unspecified)
2.7	Cc1ccc(C)c(C(O)c2ncc(-c3ccc(F)cc3)[nH]2)c1 (stereo unspecified)
0.9	COC(=O)C1=CN(c2ccc3c(c2)OCO3)C(N)=C(C#N)C1c1ccccc1 (stereo unspecified)
-0.6	CC(C)C[C@@H](COCc1cccc(Cl)c1)N1CCN(C(=O)c2cccc(C(F)(F)F)c2)CCC1=O
6.2	CC(=O)NCCNC(=O)C1(C)Cc2c(-c3ccc(NC(C)=O)cc3)ccnc2O1 (stereo unspecified)
5.0	C[C@@H]1CCCCO[C@@H](CN(C)C(=O)Nc2ccc3c(c2)OCO3)[C@@H](C)CN([C@H](C)CO)C(=O)c2cc(NC(=O)Nc3ccc(C(F)(F)F)cc3)ccc2O1
-0.2	COC(=O)c1c(-c2ccc(OC)cc2)c2c(c3c4cc(OC)ccc4n(S(=O)(=O)c4ccc(C)cc4)c13)C(=O)N(C)C2
3.3	COC(=O)[C@@]12C[C@@H](CC(=O)N3CCN(C(=O)c4ccco4)CC3)C(=O)N(Cc3ccc4c(c3)OCO4)C1=CCC(C)(C)C2
2.4	COc1ccc(CNC(=O)C[C@@H]2C=C[C@@H](NS(=O)(=O)c3cccc(OC)c3)[C@@H](CO)O2)cc1
-1.6	CC(C)c1[nH]nc2c1C(c1cccc(C(F)(F)F)c1)N(c1ccccc1)C2=O (stereo unspecified)
1.5	Cc1cc(C)cc(Cn2cc(CN3CC(N4CCCCC4)CS3(=O)=O)nn2)c1 (stereo unspecified)

Gathered by group, the entries above containing bromine
phage Ecoli inh	mol
1.2	Cc1cc2nc(-c3cccc(Br)c3)c(Cc3ccsc3)n2c(C)c1Br
1.6	COc1ccc(Cc2c(-c3ccc(C)cc3)nc3cc(C)c(Br)c(C)n23)c(C)c1
0.0	Cc1[nH]c2ccccc2c1C(=O)c1c(N)[nH]c(C(=O)c2ccc(Br)cc2)c1-c1ccc(Br)cc1
-0.2	Cc1cc(Br)cn2c(Cc3cccc(F)c3)c(-c3ccc(Cl)cc3)nc12
-0.3	O=C(Nc1ccc(F)cc1F)c1cc2ncc(Br)cn2n1
0.4	COc1ccc(-c2nc3cc(C)c(Br)c(C)n3c2Cc2ccccc2)cc1OC
-3.9	C#CCNC(=O)c1cc2c(Br)ccc(Br)c2nc1N
